# Assay outcomes from PubChem BioAssay.
# E coli Lon inh = inhibitors of E. coli Lon protease, primary screen, biochemical, fluorescence polarization | 360,000 tested, 0.42% active | P0A9M0 | inhibition, % at 7.94 µM | AID 602123, 2011 | purified E. coli Lon protease; in the data active means inhibition above about 13%, passing the limit was not always enough;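 further: 0% = enzyme with probe and DMSO and 100% = no enzyme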
# CSN deneddyl inh = inhibitors of CSN-mediated cullin deneddylation, primary screen, biochemical, fluorescence polarization, uHTS; Purified CSN, SCF-Nedd8-OG deneddylation; AID 651999, 2013; 360,000 tested, 0.38% active; inhibition, % at 12.5 µM; COP9 signalosome complex subunit 5 (Homo sapiens), Q92905;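 active means pattern-corrected inhibition above about 35%, with an unprinted fluorescence ratio check between 0.5 and 1.5, limit read from the data, passing the limit was not always enough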;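 further: 0% = enzyme with substrate and 100% = substrate without enzyme; some results filed as inactive read as strong as hits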
#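 Assay system: purified human Csn5 enzyme expressed in HEK293T cells; Input: 0.24 nM Csn5 enzyme, final concentration; Reagent: 10 nM SCFSkp2-Nedd8OG; Compound dosing: 12.5 µM single point; Times: reaction 90 min, room temperature; Technique: fluorescence polarization readout.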
# Rin1-Abl PPI inh = inhibitors of Rin1-Abl protein binding, primary screen, biochemical, TR-FRET; Tyrosine-protein kinase ABL1 (Homo sapiens) + Ras and Rab interactor 1 (Homo sapiens), …; inhibition, % at 7.35 µM; 360,000 tested, 0.4% active; in the data active means inhibition above about 5%, passing the limit was not always enough
# FAS TE block = FAS thioesterase domain inhibitors, primary screen, biochemical, fluorescence intensity, uHTS; Fatty acid synthase (Homo sapiens), P49327; recombinant FAS-TE, OMFH fluorogenic substrate, fluorescence endpoint; inhibition, % at 15 µM; 360,000 tested, 0.67% active;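 active means compounds whose normalised, plate-corrected inhibition of enzyme fluorescence in the single-dose primary screen is 50% or more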;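 further: 0% = DMSO with enzyme and 100% = substrate without enzyme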
# bovine MsrA act = bovine MsrA enzyme activators, primary screen, biochemical, absorbance, HTS | Methionine sulfoxide reductase A (Bos taurus) | purified bovine MsrA, absorbance read-out | activation, % at 10.6 µM | 360,000 tested, 0.3% active | AID 602163, 2012; in the data active means activation above about 7.5%;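 further: 0% = vehicle and 100% = reference activator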
# Neddylation inh = inhibitors of cullin neddylation, primary screen, biochemical, TR-FRET, uHTS, NAE and Ubc12. calls only at 25 µM. 360,000 tested, 0.58% active. AID 651699, 2012; in the data active means inhibition above about 36%
# MsrA inh = bovine MsrA enzyme inhibitors, primary screen, biochemical, absorbance, HTS | AID 651718, 2012 | inhibition, % at 15.5 µM | purified bovine MsrA, absorbance read-out | 360,000 tested, 0.75% active | Methionine sulfoxide reductase A (Bos taurus); in the data active means inhibition above about 4.5%;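 further: 0% = vehicle wells with enzyme and 100% = reference inhibitor wells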
# PABP1 MLLE inh = inhibitors of PABP1 MLLE–PAM2 peptide binding, primary screen, biochemical, fluorescence polarization, FITC-PAM2, GST-MLLE | inhibition, % at 20 µM | 360,000 tested, 0.36% active; in the data active means inhibition above about 35%, passing the limit was not always enough;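 further: plate controls were DMSO wells with GST-MLLE for no effect and wells lacking GST-MLLE protein for full effect; some results filed as inactive read as strong as hits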
# Tb MetRS inh = T. brucei MetRS inhibitors, primary screen, biochemical, luminescence; methionyl-tRNA synthetase (Trypanosoma brucei brucei); purified T. brucei MetRS, ATP depletion, Kinase-Glo luminescence; inhibition, % at 11.9 µM; 360,000 tested, 0.4% active;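 active means inhibition above a per-plate cutoff of the control wells' mean inhibition plus 3 SD, cut at about 5.5% in these data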;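 further: 0% = DMSO wells median and 100% = median of wells with control inhibitor compound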
#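 Test system – parasite MetRS enzyme · Reagent – substrates ATP, L-methionine and bulk Escherichia coli tRNA · Doses – 11.9 µM compound single dose, 0.9% DMSO · Times – 15 min enzyme-compound preincubation, 2 h reaction, 10 min detection, 25 °C · Signal – Kinase-Glo luminescence, ATP depletion format · Controls – DMSO-only wells as low control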
# An asterisk follows results filed as active; i = inactive; . = not tested or not shown.
entry | smiles | E coli Lon inh | CSN deneddyl inh | Rin1-Abl PPI inh | FAS TE block | bovine MsrA act | Neddylation inh | MsrA inh | PABP1 MLLE inh | Tb MetRS inh
1 | Cc1cc(C)nc(N/N=C/c2ccccc2OCc2ccccc2)n1 | -2 | -3 | 7 | 4 | -5 | i | 1.7 | -7 | -0.2
2 | Cc1ccc(OC(=O)c2cncc(Br)c2)c(C)c1 | -4 | -4 | -1 | 9 | -2 | i | -0.9 | 0 | -1.0
3 | COc1ccc(CCNC(=O)c2ccc3c(c2)NC(=O)C(C(C)C)N3)cc1OC (centres undefined) | -3 | -1 | 2 | 0 | -1 | i | 0.9 | -6 | 0.8
4 | Cc1nc2ccc(NC(=O)[C@H](C)N3C(=O)C4CC=CCC4C3=O)cc2s1 (some centres undefined) | -4 | 2 | 0 | -2 | -1 | i | -0.2 | -6 | -0.3
5 | Cc1noc(C)c1CSc1nnc(-c2cccnc2)n1C1CCCCC1C (centres undefined) | -4 | 2 | 5 | -6 | -3 | i | 0.6 | 4 | -0.6
6 | C[C@H](CCCC/C=C/C(=O)O)O[C@@H]1O[C@@H](C)[C@H](O)C[C@H]1O | 3 | 4 | 2 | -10 | -13 | i | -1.1 | -5 | -0.6
7 | O=C(NCCOCc1ccccc1)C(c1ccccc1)c1ccccc1 | 0 | -1 | -1 | 6 | -3 | i | -0.5 | -8 | 0.5
8 | CC(C)c1nnc(NC(=O)c2cc3cc(Br)ccc3oc2=O)s1 | -11 | 1 | -1 | -4 | -7 | i | -0.3 | 4 | -1.0
9 | O=C(Nc1cccc(S(=O)(=O)N2CCCCC2)c1)c1ccccc1NS(=O)(=O)c1ccc(F)cc1 | 7 | -4 | -2 | 7 | -15 | . | 1.6 | -12 | -0.8
10 | COc1ccccc1C(=O)OCC(=O)c1ccc(CNC(C)=O)s1 | -6 | -1 | 1 | -6 | -8 | i | 0.4 | -9 | -0.4
11 | COc1cccc(OC)c1NC(=O)C1CCCN1C(=O)Nc1cccc(Cl)c1 (centres undefined) | -1 | -3 | 1 | -1 | -2 | i | -0.9 | 5 | 0.0
12 | COC(=O)c1ccc(NC(=O)CSc2nc(C)cc(=O)[nH]2)cc1 | -4 | -4 | 2 | -9 | -2 | i | 0.5 | 35 | -0.3
13 | CC1CCN(C(=O)C2CCC(=O)N(Cc3ccc(Cl)cc3)C2)CC1 (centres undefined) | -1 | 2 | 1 | -6 | -1 | i | -0.7 | -6 | -0.1
14 | Cc1ccc(S(=O)(=O)Nc2cccc(-n3cnnn3)c2)cc1C(=O)O | 2 | 3 | -3 | -5 | -2 | i | -0.4 | 3 | -0.8
15 | CS(=O)(=O)c1ccc2nc(NC(=O)c3ccc(S(=O)(=O)NCC4CCCO4)cc3)sc2c1 (centres undefined) | -6 | 3 | 2 | -4 | -3 | i | 5.0* | -7 | 0.7
16 | N#CCC(CNc1ncc(C(F)(F)F)cc1Cl)OC(=O)c1cccc(C(F)(F)F)c1 (centres undefined) | 7 | 6 | -1 | 31 | -2 | i | 2.1 | -2 | 0.4
17 | Cc1nn(CC(=O)N2CCC(C(N)=O)CC2)c(=O)c2nn(-c3ccccc3)c(C)c12 | 1 | 8 | 2 | -6 | -1 | i | 0.6 | -5 | 0.8
18 | CCS(=O)(=O)Nc1cccc(C2=NN(S(=O)(=O)c3ccc(C)cc3)C(c3cccs3)C2)c1 (centres undefined) | -14 | 4 | -1 | 28 | -14 | i | 0.0 | -2 | -1.8
19 | CNCC(=O)Nc1ccc(OC(F)(F)F)cc1 | -8 | -1 | 5 | -5 | -3 | i | 1.0 | 4 | -1.0
20 | O=C(c1ccc(CNS(=O)(=O)c2cccc(C(F)(F)F)c2)cc1)N1CCOCC1 | -8 | 8 | 4 | -7 | 2 | i | -1.5 | 1 | -0.4
21 | COc1ccccc1/C=C/CN1CCNC(=O)C1CC(=O)NCCc1cnccn1 (centres undefined) | -2 | 4 | 0 | -2 | -3 | i | 1.2 | 11 | -0.1
22 | O=S(=O)(Nc1nccs1)c1ccc(NCc2cc(Br)cc(Br)c2O)cc1 | 3 | -1 | -3 | 1 | -6 | i | -0.5 | 2 | 36*
23 | CC(C)(C)[C@H]1COC(=O)[C@H](NC(=O)OCC2c3ccccc3-c3ccccc32)C/C=C\C[C@@H](CC(=O)N(CCO)Cc2ccccc2)C(=O)N1 | 1 | -4 | 2 | 0 | -6 | i | -0.6 | 3 | -0.5
24 | CCn1c(SCC(=O)n2c(C)c(C)c3ccccc32)nnc1-c1ccco1 | -1 | -2 | 0 | -2 | -11 | i | -1.1 | -5 | -2.8
25 | CC(NC(c1ccccc1)c1ccccc1)C(=O)N1CCCc2ccccc21 (centres undefined) | -6 | -8 | 0 | 16 | -14 | i | 0.8 | -13 | -1.4
26 | COc1ccccc1CNC(=O)COC(=O)CCC(=O)c1cccs1 | 2 | -5 | 1 | 0 | -2 | i | -0.3 | -14 | -0.1
27 | CCOC(=O)c1sc(=S)n(C)c1NC(=O)c1cccc(Br)c1 | 8 | 6 | 0 | 5 | 0 | i | 1.9 | 30 | -0.2
28 | CSc1nsc(SCC(=O)NC2CCCCC2)n1 | 0 | 3 | -2 | -3 | -12 | i | -0.7 | 2 | -2.2
29 | CCOc1ccc(CN2CCNC(=O)C2CC(=O)NC2CCOCC2)cc1 (centres undefined) | 3 | 7 | 3 | -5 | -2 | i | -1.2 | 0 | -0.1
30 | Cc1ccc(SCC(=O)Nc2ccc(N3CCN(c4ccccc4)CC3)c(F)c2)cc1 | 7 | -2 | -2 | -3 | -1 | i | -0.1 | -10 | 0.5
31 | CCN1CCN(c2ccc(S(=O)(=O)N3CCCCC3)cc2NC(=O)c2cccc(Cl)c2)CC1 | -1 | -5 | -4 | 2 | -3 | i | -1.3 | -23 | -0.6
32 | O=C(O)c1ccc(Oc2ccccc2)o1 | 8 | 2 | -3 | -3 | -3 | i | -0.5 | 1 | 0.5
33 | CC1CN(C(=O)CNC(=O)COc2ccccc2)CC(C)O1 (centres undefined) | -15 | 0 | -1 | -8 | -2 | i | -1.1 | 1 | 0.0
34 | COc1ccccc1NS(=O)(=O)c1ccc2oc(N)nc2c1 | -9 | 5 | 0 | -4 | -4 | i | -0.9 | 19 | -0.5
35 | O=C(NC1CCCCC1)C(c1cccs1)N(C(=O)Cc1c[nH]c2ccccc12)c1ccc(F)cc1 (centres undefined) | 10 | -9 | -1 | 27 | -10 | i | 1.2 | -15 | -1.3
36 | O=C(NNS(=O)(=O)c1ccc(F)cc1)c1ccccc1F | 10 | -2 | 1 | -3 | -1 | i | 0.4 | 9 | -0.3
37 | COc1cc(S(=O)(=O)Nc2ccc(C)cc2)ccc1N=Cc1c(C)[nH]n(-c2ccc(C)cc2)c1=O | -10 | 0 | 0 | 77* | -3 | i | -0.2 | 17 | 0.0
38 | COc1ccccc1NC(=O)COc1ccc(C(=O)NCC2CCCO2)cc1OC (centres undefined) | 8 | 0 | 0 | -2 | -5 | i | 1.1 | 5 | 0.2
39 | CCN1C(=O)/C(=C\C=C2/C=CC=CN2CC)SC1=S | -14 | 53* | -8 | -6 | -2 | i | 0.0 | -112 | -0.6
40 | O=C(c1cc(=O)[nH]c2ccccc12)N1CCN(c2ccccc2)CC1 | 8 | -2 | 1 | -9 | -2 | i | 2.0 | 9 | -0.3
41 | CCn1c(SCC(=O)Nc2nc(-c3ccc(C)cc3)cs2)nnc1-c1ccccc1 | 4 | 2 | 1 | 14 | 1 | i | 0.9 | -2 | -0.4
42 | CN(C)CCNC(=O)c1ccc2nc([C@@H]3O[C@H](CO)[C@H](O)[C@H](O)[C@H]3O)[nH]c2c1 | -9 | -3 | 3 | -8 | -2 | i | 0.4 | 0 | -0.2
43 | C/C=C/C(=O)N1CC2(CC(c3cccc(NC(=O)/C(C)=C/C)c3)=NO2)C[C@H]1C(N)=O (some centres undefined) | 2 | 3 | 3 | -12 | -7 | i | 0.8 | 10 | -0.4
44 | CC(NCC(=O)Nc1ccccc1C(=O)NC1CC1)c1cccc(Cl)c1 (centres undefined) | -6 | -5 | -3 | -1 | -2 | i | -0.7 | -2 | -0.2
45 | CC(CC(=O)Nc1ccc(Cl)c([N+](=O)[O-])c1)c1ccccc1 (centres undefined) | 0 | 8 | 2 | 41 | -12 | i | 0.2 | -11 | -0.5
46 | CCSc1ncc(/C=N/Nc2ccc(Cl)cc2)n1C | -2 | -4 | 0 | 18 | -4 | i | 2.2 | 0 | -0.5
47 | CNS(=O)(=O)c1cccc(C(=O)OCC(=O)N2c3ccccc3CC2C)c1 (centres undefined) | -3 | -3 | 4 | -1 | -10 | i | 0.1 | -7 | -0.6
48 | COc1ccc(C(=O)NCCCc2nc3ccccc3n2Cc2cc(C)ccc2C)cc1OC | -3 | -3 | 2 | 1 | 2 | i | 0.1 | -1 | -0.6
49 | COc1ccccc1NC(=O)c1c(C)cc(=O)oc1C | 10 | -4 | 1 | -3 | -2 | i | 0.1 | 0 | -0.7
50 | COc1ccccc1C(=O)NCCC(=O)Nc1cccnc1 | 3 | 0 | -2 | -5 | -2 | i | -0.5 | -4 | -0.1
51 | Cc1ccc(NC(=O)C2CCCN2C(=O)NC2CCCCC2)c(C)c1 (centres undefined) | -10 | 1 | 5 | -4 | 1 | i | 1.4 | 1 | 0.2
52 | COc1ccc(F)cc1S(=O)(=O)n1nnc2ccccc21 | -8 | -9 | -2 | 10 | -1 | i | -0.8 | -67 | 0.8
53 | CCOc1ccccc1NC(=O)c1ccccc1NC(=O)c1ccco1 | 2 | -7 | 0 | 7 | 1 | i | 1.4 | -2 | -0.6
54 | COc1ccc(/C=C/CN2CCC(C(=O)NC(c3ccc(F)cc3)c3ccc4ccccc4n3)CC2)cc1 (centres undefined) | 0 | 0 | -2 | 7 | 0 | i | 0.3 | 1 | -0.1
55 | Cn1nc(C(=O)N2CCN(c3ccc(F)cc3)CC2)c2c1-c1ccccc1S(=O)(=O)C2 | -10 | 0 | 3 | 6 | -5 | i | 0.0 | -9 | -0.1
